PHOSPHO1 inh – inhibitors of human PHOSPHO1 phosphatase; Q8TCT1; recombinant PHOSPHO1, absorbance phosphatase assay; inhibition, % at 13.3 µM; 1.1% of 290,000 active; in the data active means inhibition above about 60%
Target sequence (Q8TCT1 whole entry, looked up): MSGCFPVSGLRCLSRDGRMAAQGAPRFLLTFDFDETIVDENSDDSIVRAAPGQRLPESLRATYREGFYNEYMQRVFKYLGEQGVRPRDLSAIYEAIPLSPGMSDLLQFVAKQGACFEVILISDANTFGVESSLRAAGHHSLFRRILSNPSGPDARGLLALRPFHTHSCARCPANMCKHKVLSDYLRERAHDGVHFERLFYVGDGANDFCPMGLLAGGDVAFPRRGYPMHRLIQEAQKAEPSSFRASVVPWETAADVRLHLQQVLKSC
NALP1 yeast inh – inhibitors of NALP1 inflammasome in yeast. S. cerevisiae NALP1/ASC/caspase-1 growth, X-gal OD620, 72 h. AID 2071. 0.61% of 280,000 active. inhibition, % at 10 µM; in the data active means inhibition mostly above about 24%, no sharp cut-off; inactive means mostly below about 32%; further: some compounds called inactive have numbers as strong as hits
IMP-1 inh – inhibitors of Pseudomonas aeruginosa IMP-1 metallo-beta-lactamase | purified IMP-1, nitrocefin hydrolysis, epi-absorbance fluorescence | inhibition, % at 5.6 µM | 0.45% of 290,000 active | AID 1556;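 active means inhibition above the mean plus 3 SD of all compounds in the same screening run, cut at about 4.5% in these data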;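 further: 0% = IMP-1 with DMSO and 100% = DMSO wells lacking enzyme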
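System: Purified IMP-1 | Read-out basis: Percent enzyme inhibition | Controls: IMP-1 with DMSO as 0%, enzyme-free DMSO as 100% | Replicates: One well per compound | Doses: 5.6 µM nominal single concentration | Detection: Epi-absorbance fluorescence, 480 nm excitation, 530 nm emission | Incubation: 25 °C, 15 min preincubation, 25 min reaction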
PfM18AAP inh – PfM18AAP enzyme inhibition. recombinant PfM18AAP, H-Glu-NHMec fluorogenic cleavage. inhibition, % at 7.35 µM. 1.2% of 290,000 active. AID 1822;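 active means inhibition above the campaign mean inhibition over all tested compounds plus 3 SD, cut at about 28% in these data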;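 further: 0% = plate median of test compound wells and 100% = 2 mM ZnCl2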
VIM-2 inh – blocks Pseudomonas aeruginosa VIM-2 metallo-beta-lactamase; purified VIM-2, nitrocefin hydrolysis, epi-absorbance fluorescence; inhibition, % at 5.6 µM; 0.89% of 290,000 active; AID 1527;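 active means inhibition above the mean of all tested compounds plus 3 SD, cutoff set per screening run, cut at about 7.5% in these data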;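 further: red hydrolysis product quenches plate fluorescence so inhibitors raise well fluorescence; 0% = enzyme with DMSO and 100% = DMSO without enzyme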
pCIP destab – compounds decreasing mouse p/CIP protein stability; Q05BA5; decrease of EGFP signal, % at 10 µM; 0.01% of 290,000 active; AID 1984; F442A p/CIP-EGFP cells, EGFP fluorescence, 16 h;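 active means EGFP signal decrease of at least 30% at 10 µM or well 3 SD below plate mean, unless failing retest; inactive means the rest, including hits failing retest or dose response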; further: some compounds called inactive have numbers as strong as hits; many of its hits are not listed in these tables
IDE act – IDE (human) activation, cell-based; P14735; HEK cells, FAbeta-B cleavage, fluorescence polarization; 0% vehicle, 100% cell-free pure enzyme wells; activation, % at 5.96 µM; 0.073% of 340,000 active; AID 493087;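 active means activation above the mean of all tested compounds plus 3 SD, set per screening campaign, cut at about 17% in these data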
GPR7 antag – human neuropeptides B/W receptor 1 antagonism; GPR7-expressing cells, fluorescence antagonist assay; inhibition, % at 4.4 µM; AID 1861; 1.1% of 290,000 active; in the data active means inhibition above about 16%, passing the limit was not always enough;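 further: cells stimulated with the agonist NPW; 0% = agonist with vehicle and 100% = vehicle without agonist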
Target sequence (P48145 whole entry, looked up): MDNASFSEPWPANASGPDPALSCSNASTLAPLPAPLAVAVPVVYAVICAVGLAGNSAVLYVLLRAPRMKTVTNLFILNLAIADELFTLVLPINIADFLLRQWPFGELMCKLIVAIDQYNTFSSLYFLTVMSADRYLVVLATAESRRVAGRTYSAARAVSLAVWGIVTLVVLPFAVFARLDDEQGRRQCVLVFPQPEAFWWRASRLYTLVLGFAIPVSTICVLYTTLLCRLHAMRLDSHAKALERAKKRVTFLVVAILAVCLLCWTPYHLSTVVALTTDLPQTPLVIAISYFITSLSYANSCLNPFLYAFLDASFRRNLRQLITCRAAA
IDE cell inh – inhibitors of human insulin-degrading enzyme in cells. P14735. HEK cells, FAbetaB cleavage, fluorescence polarization. inhibition, % at 5.59 µM. 0.41% of 320,000 active. AID 434962;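 active means percent inhibition above the average of all tested compounds plus 3 SD, set per screening campaign, cut at about 16% in these data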;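 further: IDE supplied by intact live HEK cells; FP after avidin binding of uncleaved biotin substrate so inhibition keeps polarization high; 0% = DMSO wells and 100% = 60 µM reference IDE inhibitor Ii1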
* marks the source's active call; other numbers are inactive results; / = no result given.

IDE cell inh,pCIP destab,IDE act,GPR7 antag,IMP-1 inh,VIM-2 inh,PfM18AAP inh,NALP1 yeast inh,PHOSPHO1 inh,smiles
0,-1,6,-14,-11,-3.6,7,12,47,COc1cc(CNc2ccc(N3CCOCC3)cc2)cc(Br)c1OC
-2,-10,3,-2,-2.0,-4.9,3,2,32,Cc1cccc2c1OCC/C2=N\NC(=O)COc1ccccc1
4,-10,1,-11,-4.3,-2.6,2,-3,44,CCCCN(C(=O)CNC(=O)c1ccco1)C(C(=O)NC1CCCCC1)c1cccnc1 (centres undefined)
0,12,4,-2,-2.2,0.3,0,8,-24,O=C(COc1ccc(F)cc1)Nc1ccc2c(c1)OCCO2
3,-3,3,-18,-1.2,-2.1,-4,21,1,CCCNC(=O)COc1cccc(C(=O)NCc2ccccc2)c1
4,-8,0,-1,0.0,0.8,0,0,3,CC(C)C(=O)N(Cc1cc(=O)[nH]c2ccccc12)c1ccccc1
6,-12,-5,-4,-4.4,-3.3,-4,-2,-25,COc1ccc(C)cc1NC(=O)c1ccc(-c2ccc(C(C)=O)cc2)o1
8,-7,-3,/,/,/,/,/,13,COCCN=C1OC(=O)N2C(=O)C3=C4[C@@H](C[C@H]5C(=O)N(c6ccccc6)C(=O)[C@H]5[C@H]4[C@@]12Cc1ccccc1)[C@H]1C(=O)N(c2ccccc2)C(=O)[C@H]1[C@H]3C
4,-8,0,-2,-0.3,-3.2,-1,-15,35,COc1ccc(C(=O)Nc2ccc(NC(=O)Cc3ccccc3)cn2)cc1
-4,-15,5,3,-5.3,-2.3,-11,18,9,CCCCc1nnc(NC(=O)C2CC(=O)N(c3ccc4c(c3)OCCO4)C2)s1 (centres undefined)
5,-17,5,2,-2.1,1.9,2,13,-1,N#CC1=C(SCC(=O)Nc2ccccc2)NC(=O)CC1c1ccc(O)cc1 (centres undefined)
-1,-6,0,-14,-2.6,-1.0,-3,29,1,CC(=O)Nc1ccc(OCC(=O)NCCc2ccc(Cl)cc2)cc1
2,7,5,6,-2.4,-3.3,7,10,-7,Cc1ccc(-n2cccn2)c(CN2CCCC(C(=O)c3ccc4c(c3)OCO4)C2)c1 (centres undefined)
-5,1,8,-8,-3.6,-4.8,-2,-4,-36,Cc1nc(N2CCC(C)CC2)c2c(C)c(C(=O)Nc3ccc(C(F)(F)F)cc3)sc2n1
1,2,3,-15,-2.6,-3.5,3,8,20,CCOC(=O)c1cc2c(=O)c3cc(C)ccc3oc2nc1C
3,8,2,7,-1.1,-2.7,3,-5,-12,COc1ccc(C(=O)c2coc3ccc(O)c(CN4CCCC4)c23)cc1
-2,/,4,-11,-4.4,0.1,11,/,/,Nc1nc(NCc2cccs2)nn1-c1ccccc1
-1,-12,5,3,-3.5,-2.6,1,0,45,CCOC(=O)c1c(C)[nH]c(C(=O)CSc2nc3ccccc3o2)c1C
5,-6,/,-8,-1.7,-3.0,8,2,2,Cc1cc(C)c(C)c(S(=O)(=O)NCc2ccco2)c1C
-1,-5,4,-9,0.8,-2.5,-7,-1,-6,COc1ccc(NC(=O)CNC(=O)Cn2c(C)cc3ccccc3c2=O)c(OC)c1
-1,-8,-1,-2,-7.1,-0.9,-15,21,-24,O=C(NCc1cccnc1)c1ccc(COc2ccc3c(c2)CCC3)o1
-1,1,-3,-10,1.5,-0.1,-5,21,40,Cc1ccc(S(=O)(=O)NC(Cc2ccccc2)C(=O)NN)cc1 (centres undefined)
1,4,3,-6,-2.8,-0.9,2,5,-18,CCOC(=O)C1=C(CS(=O)(=O)c2ccc(C)c(C)c2)NC(=O)NC1c1ccc(O)cc1 (centres undefined)
0,-3,7,9,-0.6,1.7,-17,25,26,COC(=O)Cn1cnc2c(oc3ccccc32)c1=O
5,3,1,1,-4.1,-0.3,-8,24,38,CC1(C)Cc2c(sc3c2C2=NCCN2C=N3)CS1
1,-13,0,-1,-2.2,2.7,9,6,-59,CCN(CC)c1ccc(NC(=O)CSc2nnc3nc(C)cc(C)n23)cc1
6,-20,1,1,-1.2,-1.0,-10,22,-4,COc1ccc(C(CC(=O)Nc2ccccc2OC)n2cccc2)cc1 (centres undefined)
7,-1,-2,15,-3.3,-1.7,-5,1,-33,O=C(NCCc1cccs1)c1ccc(CS(=O)Cc2ccc(Cl)cc2)o1 (centres undefined)
-2,-12,3,-1,-1.8,-3.4,7,0,-2,COc1ccc2c(Cl)c(C(=O)N/N=C/c3c(C)[nH]c4ccccc34)sc2c1
0,-4,/,11,1.4,3.0,-13,28,46,CC1(C)C2CCC1(CS(=O)(=O)Nc1cccc(S(N)(=O)=O)c1)C(=O)C2 (centres undefined)
1,-4,5,-2,-0.9,-3.3,-1,31,-4,COc1ccc(-c2n[nH]c(=S)n2/N=C/C=C/c2ccccc2OC)cc1
-4,-5,0,-11,-1.6,-4.1,19,1,5,O=C(CNC(=O)c1ccco1)N/N=C/c1ccc(O)cc1O
6,-5,5,4,-4.3,-3.0,-1,47,-9,CC1CCCN(CCOCCSc2ccccc2)C1 (centres undefined)
2,-7,/,7,1.6,1.9,3,22,20,Cc1ccc(S(=O)(=O)Nc2cc(-c3ccccc3)nn2C)cc1Cl
-5,-2,-2,-3,-3.6,-4.7,-11,3,-7,COc1ccc(-c2nc(CSCC(=O)NC3CCCc4ccccc43)c(C)o2)cc1 (centres undefined)
11,-4,-2,-5,-2.5,-2.4,13,21,44,Cc1ccc(-n2c(=S)[nH]c3c(oc4ccccc43)c2=O)cc1
2,-7,-2,-4,-3.3,-3.4,1,22,30,CCCCCn1c(Sc2ccccc2)nc2c1c(=O)[nH]c(=O)n2C
-1,-8,-1,10,-1.3,-1.3,3,0,12,Cc1ccc(CNCC(O)(c2ccc(F)cc2)c2ccc(F)cc2)cc1
4,-9,0,2,3.0,-3.2,-7,18,-11,C/C(=N\NC(=O)C(N)=O)c1ccc(Br)cc1
9,-16,7,-10,-2.5,-2.8,4,/,25,Cc1ccc(NC(=O)C2CC(=O)Nc3ncnn32)c(C)c1 (centres undefined)
-6,-2,3,-7,-1.1,-3.4,3,8,1,Cc1[nH]c2ccccc2c1SCCNC(=O)c1ccc(S(=O)(=O)N2CCCC2)cc1
-3,0,8,0,-2.4,-3.1,6,6,17,CCCC(=O)Nc1ccc(C(=O)Nc2ccc([N+](=O)[O-])cc2OC)cc1
1,-11,-1,-14,-3.3,-0.5,1,12,14,NS(=O)(=O)c1ccc(N=NN2CCCCC2)cc1
6,-11,5,11,-1.9,-2.9,4,1,30,Cc1ccc(C(=O)NCCN2C3=NC[C@H](C(C)C)N3C[C@H]2Cc2ccc(O)cc2)cc1Br
1,-14,0,10,-1.9,0.7,-10,3,8,CCN1CCN(S(=O)(=O)c2cc(OC)c(Cl)cc2OC)CC1
4,0,5,-4,-2.9,-2.7,2,5,5,CC/C(=C\C(=O)c1ccncc1)Nc1ccc(Br)cc1
2,-1,3,-10,-2.1,-4.0,0,/,50,Nc1c2nc(-c3ccccc3Cl)[nH]c(=O)c2nc(=O)n1-c1ccccc1
7,-11,-1,-11,-1.2,-4.0,3,16,1,COc1ccc(C(=O)N/N=C/c2ccc(OC)c(CSc3ccccn3)c2)cc1
-5,4,2,2,-5.7,-0.8,-1,7,-20,O=C(Nc1cccc(F)c1)C1CC(=O)N(c2ccc(Cl)cc2)C1 (centres undefined)
6,2,-7,7,-1.8,-1.9,3,16,-7,Cc1ccc(C)c(N2CCN(C(=O)Nc3ccc4c(c3)N(C)C(=O)CS4)CC2)c1
9,5,8,11,2.9,16*,10,13,-4,O=C1OC(c2ccccc2)=N/C1=C\C=C\c1ccccc1[N+](=O)[O-]
-3,-19,2,-2,1.9,-1.2,6,-9,-5,Cc1ccc(C)c(N2CCN(C(=O)Cn3c(=O)[nH]c4ccsc4c3=O)CC2)c1
/,-3,0,2,-1.9,0.1,-4,-2,4,COc1ccccc1CNC(=O)COC(=O)Cc1ccsc1
8,12,4,-16,-2.7,-5.2,5,-12,-17,N#C/C(=C\c1ccccc1)C(=O)OCC(=O)N1CCCC1
-5,1,6,/,/,/,/,/,22,O=C(NC1CC1)C1=C[C@@H](c2coc3ccccc3c2=O)C[C@@H](OCCCCO)O1
4,-9,5,-4,0.2,-1.4,1,64*,-2,N=c1n(CC(=O)c2ccc([N+](=O)[O-])cc2)c2ccccc2n1Cc1ccc(Cl)cc1
/,3,/,-3,-2.2,-1.3,33*,-5,-91,O=C(O)Cc1sc(Nc2ccc(Cl)cc2)nc1-c1cccs1
/,-12,-3,0,-0.3,-3.4,16,18,-16,Cc1cc(C2=NNC(=NC3CC3)SC2)c(C)n1-c1ccccc1
-2,-11,6,-16,-0.1,-1.2,-4,7,46,O=C(O)c1ccccc1C(=O)Nc1ccc(-n2nccc2C(F)(F)F)cc1
-1,-10,3,-3,-3.6,-2.2,7,/,5,COc1ccc(/C=N/N2CCN(C)CC2)cc1O

(further entries)
IDE cell inh,pCIP destab,IDE act,GPR7 antag,IMP-1 inh,VIM-2 inh,PfM18AAP inh,NALP1 yeast inh,PHOSPHO1 inh,smiles
0,-9,4,-2,-4.1,-1.5,0,4,16,COc1cc(-c2nnc3sc(-c4cccs4)nn23)cc(OC)c1OC
-4,-7,/,-8,-0.1,1.9,-6,25,32,CN1CCN(c2nc3c(c(=O)n(C)c(=O)n3C)n2CCSc2nc3ccccc3s2)CC1
3,-11,0,-5,-2.6,-1.6,1,-5,-4,O=C(NC(NC(=O)c1ccccc1)c1ccccc1)c1ccccc1
4,0,6,-16,0.1,-2.4,5,-20,-5,O=C(Nc1ccccc1F)c1coc(=O)c(Br)c1
0,-7,-1,1,-2.2,-4.1,1,13,53,CCn1c(Oc2ccc(F)cc2)nc2c1c(=O)n(C)c(=O)n2C
0,-5,-3,4,-4.4,-3.6,-3,-22,-20,O=C(CN(Cc1cccs1)S(=O)(=O)c1ccc(S(=O)(=O)NC2CCCCC2)cc1)Nc1ccccc1
-9,-2,0,-18,-3.2,-0.2,-9,10,12,COc1ccc(C(=O)CSc2nnc(CNC(=O)c3ccc(OC)cc3)n2C)cc1
-1,-8,-2,-6,-2.9,-0.6,11,-9,-13,COc1cc(/C=N/NC(=O)C(=O)Nc2ccccn2)ccc1O
3,4,-2,-1,-3.9,-3.6,0,20,-6,COc1ccc(Nc2ncnc3sccc23)cc1OC
1,-4,9,-2,-1.6,-1.1,-1,13,-1,CCN(CC)CC(=O)Nn1c(C)nc2c(ncn2-c2ccccc2)c1=O
1,-9,5,-15,-3.1,-3.1,6,-1,-97,COc1ccc(N2CC(C(=O)Nc3nnc(SCC(=O)NC4CCCC4)s3)CC2=O)cc1 (centres undefined)
-5,-14,0,-4,-3.9,-2.1,3,14,-3,Cc1nc2c(cc1C#N)C(=O)c1ccccc1-2

An excerpt of these results, with each value named:
COc1ccc(C(=O)N/N=C/c2ccc(OC)c(CSc3ccccn3)c2)cc1
  IDE cell inh: 7; pCIP destab: -11; IDE act: -1; GPR7 antag: -11; IMP-1 inh: -1.2; VIM-2 inh: -4.0; PfM18AAP inh: 3; NALP1 yeast inh: 16; PHOSPHO1 inh: 1
O=C(Nc1cccc(F)c1)C1CC(=O)N(c2ccc(Cl)cc2)C1 (centres undefined)
  IDE cell inh: -5; pCIP destab: 4; IDE act: 2; GPR7 antag: 2; IMP-1 inh: -5.7; VIM-2 inh: -0.8; PfM18AAP inh: -1; NALP1 yeast inh: 7; PHOSPHO1 inh: -20

Source: PubChem BioAssay
